GASC-1 inh – human JMJD2C demethylase inhibition. inhibition, % at 2.35 µM. Q9H3R0. actives 0.069% (n = 330,000). GST-JMJD2C(1-420) H3K9me3 demethylation, DELFIA europium. AID 2099;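 active = more than half of a compound's replicate wells show inhibition beyond 50%, single wells judged on their own value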;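 also: signal counts dimethyl H3K9 product captured on neutravidin plate; 0% = median of DMSO wells and 100% = 0.3 times that DMSO median; strong numbers were not always called active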
Target sequence (Q9H3R0 1-420 limits assumed): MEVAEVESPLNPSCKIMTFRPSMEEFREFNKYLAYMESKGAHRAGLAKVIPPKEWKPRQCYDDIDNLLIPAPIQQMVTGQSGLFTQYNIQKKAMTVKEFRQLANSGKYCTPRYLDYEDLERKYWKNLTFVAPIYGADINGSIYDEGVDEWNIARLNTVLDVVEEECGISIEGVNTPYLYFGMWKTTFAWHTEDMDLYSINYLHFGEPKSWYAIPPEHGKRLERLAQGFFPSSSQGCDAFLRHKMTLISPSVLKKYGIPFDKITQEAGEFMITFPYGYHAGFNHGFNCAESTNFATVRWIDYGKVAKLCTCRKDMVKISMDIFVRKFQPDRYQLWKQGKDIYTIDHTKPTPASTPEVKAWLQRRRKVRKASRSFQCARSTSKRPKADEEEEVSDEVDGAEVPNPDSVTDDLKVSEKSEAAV
HCV core dimer – HCV core protein dimerization inhibition; TR-FRET GST/Flag-core106 dimerization, 1536-well; inhibition, % at 5 µM; actives 0.33% (n = 300,000); AID 1899;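 active = inhibition above the mean of all tested compounds plus 3 SD, set per screening campaign, cut at about 45% in these data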
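Assay system: Tagged HCV core106 pair (GST and Flag) | Buffer or medium: KF-containing HEPES buffer, pH 7.45, DTT, CHAPS, BSA | Also added: Eu donor and XL665 acceptor anti-tag antibodies | Dosing: One concentration, 5 µM, in 0.5% DMSO | Timing: 4 h at 22.5 °C | Technique: TR-FRET 671 and 617 nm emission | Repeats: Singlicate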
CTSL1 counter – counter-screen for PFM18AAP inhibitors: inhibitors of F. hepatica cathepsin L1; recombinant F. hepatica cathepsin L1, Z-Leu-Arg-MCA fluorescence; inhibition, % at 5.96 µM; actives 0.49% (n = 300,000);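 active = inhibition above the mean of all tested compounds plus 3 SD, set per screening campaign, cut at about 17% in these data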;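 also: 0% = plate median of test compound wells and 100% = 1 µM Z-Phe-Ala-diazomethylketone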
EBNA-1 inh – blocks EBNA-1 binding to DNA; EBNA-1 DNA binding, fluorescence polarization; inhibition, % at 14.8 µM; actives 0.34% (n = 300,000); in the data active = inhibition above about 28%
PP5 inh – inhibitors of human protein phosphatase 5 (PP5); inhibition, % at 6.7 µM; AID 1987; purified PP5c, OMFP substrate fluorescence; P53041; actives 0.18% (n = 320,000);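 active = inhibition above the campaign's mean inhibition across all tested compounds plus 3 SD, cut at about 9.5% in these data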;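 also: 0% = DMSO only and 100% = 100 µM cantharidin control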
TPT1 inh – blocks Candida albicans tRNA 2'-phosphotransferase; recombinant caTPT1, FP RNA substrate dephosphorylation; inhibition, % at 5 µM; actives 0.81% (n = 300,000); AID 1962;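 active = inhibition above the mean of all tested compounds plus 3 SD, set per screening campaign, cut at about 24% in these data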;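 also: plate controls were DMSO alone for no effect and ferristatin control at 100 nM for full effect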
ZTA DNA inh – blocks Epstein-Barr virus ZTA, an EBNA-1 counter-screen | ZTA-DNA binding, fluorescence polarization | inhibition, % at 11 µM | actives 0.15% (n = 320,000) | AID 2234; in the data active = inhibition above about 33%
Target sequence (P03206 whole entry, looked up): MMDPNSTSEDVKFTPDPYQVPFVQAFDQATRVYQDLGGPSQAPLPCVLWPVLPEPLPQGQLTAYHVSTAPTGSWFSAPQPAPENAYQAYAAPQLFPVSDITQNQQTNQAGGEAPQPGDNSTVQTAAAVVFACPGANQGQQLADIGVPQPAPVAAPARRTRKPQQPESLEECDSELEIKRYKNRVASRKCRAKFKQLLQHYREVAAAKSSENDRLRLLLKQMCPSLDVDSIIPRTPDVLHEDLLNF
PP1 counter – PP1-alpha (human) inhibition in PP5 counter-screen; actives 0.9% (n = 320,000); inhibition, % at 6.7 µM; purified PP1alpha, OMFP fluorescence;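 active = inhibition above the mean inhibition of all tested compounds plus 3 SD, computed separately for each screening campaign, cut at about 15% in these data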
Target sequence (P62136 whole entry, looked up): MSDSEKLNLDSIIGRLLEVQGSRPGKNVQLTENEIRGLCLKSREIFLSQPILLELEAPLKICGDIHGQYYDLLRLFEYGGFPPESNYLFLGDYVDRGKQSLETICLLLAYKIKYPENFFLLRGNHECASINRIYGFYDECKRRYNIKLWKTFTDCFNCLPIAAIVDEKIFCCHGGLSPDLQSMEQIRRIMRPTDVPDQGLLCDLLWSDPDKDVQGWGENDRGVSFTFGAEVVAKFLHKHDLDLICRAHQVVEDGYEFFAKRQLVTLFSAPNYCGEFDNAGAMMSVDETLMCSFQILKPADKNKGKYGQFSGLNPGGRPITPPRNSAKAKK
CR mimetic SO – lowers age-related superoxide in aged yeast cells. S. cerevisiae aged cells, superoxide DHE fluorescence; stronger effect = lower value. superoxide response (% of plate mean), % at 10 µM. actives 0.18% (n = 330,000). AID 2690;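 active = superoxide response under a set limit, about three screen SD below normal, cut at about 65% in these data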;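 also: yeast aged for seven days with compound at 30 °C before DHE staining; 100% = average MFI of all compound-treated wells on the plate with controls excluded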
Numbers without * were called inactive; / = no result given; & = joins results of further samples.

SMILES	GASC-1 inh	HCV core dimer	CTSL1 counter	EBNA-1 inh	PP5 inh	TPT1 inh	ZTA DNA inh	PP1 counter	CR mimetic SO
O=S(=O)(NCCNS(=O)(=O)c1ccc(F)cc1)c1ccc(F)cc1	-9	-1	-1	-10	2.3	0	4	-4	111
CC(C)C[C@H](NC(=O)Nc1cccc(Br)c1)C(=O)O	5	3	-2	-6	-2.5	-1	-5	-2	99
CCN1CCN(c2ncnc3scc(-c4ccc(C)cc4)c23)CC1	0	2	1	4	-0.5	0	-1	-1	101
NS(=O)(=O)c1ccc(CCNC(=O)CCc2nc3ccccc3s2)cc1	-11	-6	1	-3	-4.7	1	-6	-6	110
O=C1c2ccccc2C(=O)N1CCCc1nc2ccccc2c(=O)n1Cc1ccco1	-8	11	6	-6	-0.7	0	4	2	97
CC(C)(C)C#CCn1c(/C=[N+](\[O-])C2CCCCC2)nc2ccccc21	-6	-1	5	5	4.1	1	-4	1	105
COc1ccc(Cn2c(=O)n(Cc3ccco3)c(=N)c3c4c(sc32)COC(C)(C)C4)cc1	/	28	2	-14	3.1	1	2	2	90
COCCN(CC(=O)Nc1cccc(C)c1C)C(=O)c1cc(-c2cccs2)nn1-c1ccccc1	-4	/	/	/	3.1	/	-14	4	74
CCOc1ccc(C(=O)Nc2ccc(S(=O)(=O)Nc3nccc(C)n3)cc2)cc1OCC	-1	0	9	0	0.9	-1	4	-3	101
Cc1cccc(OCC(=O)NN2C(=O)C3C4C=CC(O4)C3C2=O)c1 (stereo not drawn)	16	-4	-13	-10	0.5	2	8	-1	103
COc1cc(C(=O)O)c([N+](=O)[O-])c(OC)c1OC	-1	0	3	6	-1.6	0	2	-6	92
Cc1ccccc1N=C(NO)c1nonc1N	11	-1	-3	5	2.0	-3	-2	0	91
CC(C)(C)CN1C(N)=NC[C@@H]1Cc1ccccc1	-14	-3	-2	-1	0.7	1	9	-1	88
O=C(Nc1ccc(NC(=O)c2ccco2)cc1)c1ccc2c(c1)OCO2	-17	1	0	2	-0.4	2	15	5	102
Cc1ccc(S(=O)(=O)N(C)CCCC(=O)Nc2ccccn2)cc1	14	3	-3	3	-1.2	0	1	4	97
CC(=O)N/C(=C\c1ccccc1)C(=O)OCC(=O)c1ccc(F)cc1	20	6	1	-1	0.3	1	0	-9	100
CN(C)/C=N/c1c(C#N)cnn1-c1nc2ccccc2s1	-4	2	2	5	0.6	-3	12	1	94
COc1ccc(Sc2nc(-c3ccccc3)ncc2OC)cc1	14	-2	-1	10	-1.5	1	-1	-5	102
CC(=O)c1c(Nc2ccc3c(c2)OCCO3)oc(C)cc1=O	1	-1	-9	-1	3.5	-2	-4	-15	113
O=C(O)c1ccc(/C=C/c2nc3sc4c(c3c(=O)[nH]2)CCC4)cc1	-34	1	-2	1	-0.4	2	12	-6	96
CCOC(=O)N1CCN(C(=O)CC(=O)Nc2ccc3nc4n(c(=O)c3c2)CCCCC4)CC1	1	5	2	8	-2.4	10	15	-1	82
CSCc1ccc(C(=O)NCC(c2cccs2)N2CCOCC2)cc1 (stereo not drawn)	10	-1	2	-9	-1.3	1	-2	-8	110
CCOc1ccc(CNc2ccc3c(c2)ncn3C)cc1	15	-10	-3	-12	2.4	0	10	1	96
COCCCNC(=O)CN1C(=O)c2cccc3cccc1c23	0	6	-3	11	-0.8	-4	19	0	88
O=C(NCc1ccncc1)c1cnccn1	7	-7	-1	11	-0.8	-2	6	0	105
SMILES	GASC-1 inh	HCV core dimer	CTSL1 counter	EBNA-1 inh	PP5 inh	TPT1 inh	ZTA DNA inh	PP1 counter	CR mimetic SO
CC(C)(C)c1nc2c(s1)CCc1onc(-c3ccc(Cl)cc3)c1-2	3	-5	-2	-2	4.1	0	-3	2	/
C[N+](C)(C)CCOP(=O)([O-])OC[C@H](O)CO	7	11	-4	4	-0.4	0	4	-6	102
CC(=O)CC1(O)C(=O)Nc2ccccc21 (stereo not drawn)	2	0	9	-5	0.2	2	-10	-3	107
CC(C)CCNC(=O)COc1ccc2c3c(c(=O)oc2c1)CCC3	20	3	0	-5	3.2	0	-9	4	96
Cc1ccc(O)c(C(=O)c2cnc(/N=C(\N)N(C)C)nc2)c1	3	-5	2	-1	1.0	2	-16	-2	104
COC(=O)C(Cc1c[nH]c2ccccc12)NC(=O)C1CC1 (stereo not drawn)	-10	-10	-7	-6	-4.5	-6	2	-2	123
CCNS(=O)(=O)c1ccc(CCC(=O)N2CCN(Cc3ccccc3)CC2)cc1	1	-12	4	-8	0.0	3	1	-9	98
COc1ccc(C)cc1NC(=O)CN(c1ccc(F)cc1)S(C)(=O)=O	4	4	-1	-10	3.6	7	16	-2	104
Cc1cc(C)cc(NC(=O)Cn2ncn3c(cc4ccccc43)c2=O)c1	8	22	3	13	2.0	-1	-8	5	88
COc1cccc(C2/C(=C(\O)c3ccc4c(c3)OCCO4)C(=O)C(=O)N2CCCN2CCOCC2)c1OC (stereo not drawn)	-2	-1	2	5	-0.1	-5	3	0	86
OC(COc1ccccc1)CN1CCCC1 (stereo not drawn)	0	-6	-1	7	2.3	-1	-5	0	97
COc1ccc(NC(=S)NCc2cccnc2)cc1	2	2	0	-11	0.7	3	-5	-1	103
Cc1ccc(Cl)cc1NC(=O)c1cc(NC(=O)C2CCCCC2C(=O)O)ccc1N1CCOCC1 (stereo not drawn)	3	14	3	-5	2.1	-4	6	1	95
CCN(CC)S(=O)(=O)c1ccc(S(=O)(=O)N2CCC(C(=O)NC3CCN(Cc4ccccc4)CC3)CC2)cc1	-16	-1	3	-9	1.0	0	-13	-1	97
COc1cc2c(cc1OC)C(Nc1ccccc1)=NC(C)(C)C2	-10	-11	-2	-3	0.8	-1	4	-3	110
Cc1ccc2occ(/C=N/NC(=O)c3ccccc3C)c(=O)c2c1	-21	6	5	0	3.2	0	4	-1	99
Cc1cc(C)c2nc3nc(C)cc(C)c3c(N)c2c1	2	-5	-1	-1	-0.2	0	-4	-3	92
CN(C(=O)COC(=O)c1cc(S(=O)(=O)N2CCOCC2)c(Cl)cc1Cl)C1CCS(=O)(=O)C1 (stereo not drawn)	0	-4	-3	-7	0.9	2	1	-4	93
Cc1ccc(-c2n[nH]c3c2C(c2ccccc2)N(c2ccc(C(=O)O)cc2)C3=O)cc1 (stereo not drawn)	4	8	-3	-3	3.9	1	-1	-3	102
COC(=O)c1ccc(COC(=O)[C@@H]2CC(O)CN2S(=O)(=O)c2ccccc2[N+](=O)[O-])cc1 (stereo partly drawn)	1	2	1	-2	-1.4	2	-10	-1	101
CCc1nnc(NC(=O)c2cc(S(=O)(=O)N3CCCCC3)ccc2C)s1	-1	/	/	/	3.4	/	-12	0	103
[N-]=[N+]=CC(=O)c1ccnc(C(=O)C=[N+]=[N-])c1	/	-2	2	-10	2.8	3	-9	0	109
CCOC(=O)C1CCCN(C(=O)C2CCC(CNS(=O)(=O)c3ccc(NC(C)=O)cc3)CC2)C1 (stereo not drawn)	-9	-3	-5	1	1.8	0	8	-1	88
O=C(NC1CCCc2ccccc21)c1ccc([N+](=O)[O-])cc1 (stereo not drawn)	16	1	-1	3	0.9	-1	-1	-4	105
C=CCNC(=O)c1ccc([N+](=O)[O-])c(Cl)c1	-7	-7	1	-7	0.7	4	-42	-5	122
SMILES	GASC-1 inh	HCV core dimer	CTSL1 counter	EBNA-1 inh	PP5 inh	TPT1 inh	ZTA DNA inh	PP1 counter	CR mimetic SO
O=C1N/C(=N\c2ccccn2)SC1Cc1ccccc1Cl (stereo not drawn)	13	-10	3	-10	4.8	-4	-4	10	123
CCOc1ccc(C(=O)OCCN(C)C)cc1	-12	0	-3	5	-0.8	0	5	-5	102
Cc1cccc(NC(=O)C2CCCN(c3ncnc4c3nc3n4CCCCC3)C2)n1 (stereo not drawn)	3	-5	1	0	-1.3	-7	7	-3	113
C/C=C/C(=O)OCC(=O)Nc1ccccc1Br	0	-1	-14	-2	0.4	4	1	2	109
CCOC(=O)N1CCN(C(=O)COCc2cc(-c3ccc4c(c3)OCO4)on2)CC1	-6	-7	2	1	3.3	4	-4	1	101
CC(=O)OCC1OC(n2cc(F)c(=O)[nH]c2=O)C(OC(C)=O)C1OC(C)=O (stereo not drawn)	5	4	-4	-9	0.4	2	-5	-4	105
CCOC(=O)C1=C(C)N[C@@]2(O)c3ccccc3C(=O)[C@@]12O	-10	-11	-1	-6	6.5	0	-16	0	100
Cn1ccnc1SCC(=O)Nc1nc2ccccc2s1	-16	2	2	-3	0.8	0	-3	2	88
CC(C)(C)c1ccc(C(=O)NNC(=O)c2ccccc2Br)cc1	3	1	1	5	1.1	-1	11	-4	93
Cc1ccccc1NC(=O)Nc1cc(-c2ccccc2)nn1C	/	1	-4	-8	3.4	-3	13	0	95
CCN(CC(=O)NC(=O)NC1CCCCC1)Cc1nc2ccccc2c(=O)[nH]1	-14	-2	-3	-8	2.0	0	-3	-3	106
Cc1ccccc1C(=O)NNC(=O)C12CC3CC(CC(C3)C1)C2	3	-4	-1	13	-0.2	0	-4	-1	88
C=C(C)C(=O)N1CC2(CC(c3cccc(NC(=O)/C(C)=C\C)c3)=NO2)C[C@H]1C(N)=O (stereo partly drawn)	17	-4	-3	4	-1.2	-2	10	2	95
N#CCCn1cc(C(CC(=O)c2ccc(Br)cc2)C(=O)O)c2ccccc21 (stereo not drawn)	-3	5	0	8	-1.5	-2	13	4	94
CCOc1c2ccc(C(=O)N[C@H](C)C3CCCCC3)cc2nn1CCOC	10	-4	-3	0	2.2	1	4	2	103
Cc1ccc(-c2nnn(CC(=O)N(Cc3ccco3)C(C(=O)NC(C)(C)C)c3cccs3)n2)o1 (stereo not drawn)	-1&3	5	3	11	2.5	0	11	1	81
CN1CCN(Cc2ccc(OCc3ccccc3)cc2)CC1	-8	-5	-5	6	1.0	-3	-2	1	86
CCOc1ccc(S(=O)(=O)Nc2cccnc2)cc1	-4	0	0	-4	1.4	-5	-5	-1	110
COc1ccc(-c2oc3cccnc3c2C#CCO)cc1	9	5	-1	5	3.1	1	2	7	96
CC(=O)Nc1nc2c(c3c1c(=O)oc1ccccc13)CCCCC2	-3	-6	-2	-5	1.7	-3	5	5	91
Cc1ccc(C)c(NC(=S)NNC(=O)c2csc3c2CCCC3)c1	-12	4	2	10	1.2	1	8	0	100
Cc1cccc(C)c1NC(=O)COC(=O)c1cc[n+]([O-])cc1	-5	-3	-3	-1	-2.9	1	11	-3	83
O=C(Nc1nc(-c2ccccc2)cs1)c1cccc([N+](=O)[O-])c1	3	1	3	0	1.6	3	14	2	88
CCCCn1nnc(NC(=O)c2ccc(-c3ccccc3)cc2)n1	-1	17	0	3	3.1	1	27	-8	86
c1ccc(-c2csc(Nc3cccnc3)n2)cc1	0	0	1	-4	1.7	1	-4	0	114

Structural class, the compounds so far with a COOH group (6)
SMILES	GASC-1 inh	HCV core dimer	CTSL1 counter	EBNA-1 inh	PP5 inh	TPT1 inh	ZTA DNA inh	PP1 counter	CR mimetic SO
CC(C)C[C@H](NC(=O)Nc1cccc(Br)c1)C(=O)O	5	3	-2	-6	-2.5	-1	-5	-2	99
COc1cc(C(=O)O)c([N+](=O)[O-])c(OC)c1OC	-1	0	3	6	-1.6	0	2	-6	92
O=C(O)c1ccc(/C=C/c2nc3sc4c(c3c(=O)[nH]2)CCC4)cc1	-34	1	-2	1	-0.4	2	12	-6	96
Cc1ccc(Cl)cc1NC(=O)c1cc(NC(=O)C2CCCCC2C(=O)O)ccc1N1CCOCC1 (stereo not drawn)	3	14	3	-5	2.1	-4	6	1	95
Cc1ccc(-c2n[nH]c3c2C(c2ccccc2)N(c2ccc(C(=O)O)cc2)C3=O)cc1 (stereo not drawn)	4	8	-3	-3	3.9	1	-1	-3	102
N#CCCn1cc(C(CC(=O)c2ccc(Br)cc2)C(=O)O)c2ccccc21 (stereo not drawn)	-3	5	0	8	-1.5	-2	13	4	94

Assay outcomes from PubChem BioAssay.
